# Rac1 GTP hydrolysis = MgcRacGAP GTPase-activating activity inhibitors, confirmation, biochemical, ADP Hunter fluorescence; MgcRacGAP-stimulated Rac1 GTP hydrolysis, ADP Hunter fluorescence; higher % means a stronger effect; GST-tagged Rac1 F28L mutant substrate; inhibition, % at 30 µM, or IC50 in µM where a hit was titrated; 340,000 tested, 0.6% active;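 active = first-screen hits whose inhibition reached a set limit at any dose in the follow-up dose series; inconclusive = inhibition above the set first-screen limit but never retested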;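 also: fluorescence reports GDP produced by GAP-driven GTP hydrolysis; strong numbers were not always called active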
# West Nile virus CPE = inhibition of WNV-induced cytopathic effect – cell-based, CPE readout (AID 1621); West Nile virus-infected cells, CPE inhibition; higher % means a stronger effect; one-dose CPE inhibition, % at 10 µM; IC50 in µM for titrated hits; 290,000 tested, 0.02% active; in the data active = a potency from the dose series; inconclusive = CPE inhibition mostly from about 3.7% at the one dose, without a potency; inactive = the rest, 99 in 100 with CPE inhibition below about 2.2%; also: strong numbers were not always called active
# NTR1 agonist = NTR1-driven beta-arrestin-GFP spot formation – imaging, U2OS cells, high content, primary screen (AID 493036); P30989; agonist mode; activation, % at 20 µM; 330,000 tested, 0.17% active;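 active = activation at or above 40% of the spot to cytoplasm intensity ratio, with at least 20 cells analyzed; inconclusive = wells under 20 cells, flagged as cytotoxic or low count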;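 also: 0% = DMSO without peptide and 100% = 100 nM NTR1 peptide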
# Target sequence (P30989 whole entry, looked up): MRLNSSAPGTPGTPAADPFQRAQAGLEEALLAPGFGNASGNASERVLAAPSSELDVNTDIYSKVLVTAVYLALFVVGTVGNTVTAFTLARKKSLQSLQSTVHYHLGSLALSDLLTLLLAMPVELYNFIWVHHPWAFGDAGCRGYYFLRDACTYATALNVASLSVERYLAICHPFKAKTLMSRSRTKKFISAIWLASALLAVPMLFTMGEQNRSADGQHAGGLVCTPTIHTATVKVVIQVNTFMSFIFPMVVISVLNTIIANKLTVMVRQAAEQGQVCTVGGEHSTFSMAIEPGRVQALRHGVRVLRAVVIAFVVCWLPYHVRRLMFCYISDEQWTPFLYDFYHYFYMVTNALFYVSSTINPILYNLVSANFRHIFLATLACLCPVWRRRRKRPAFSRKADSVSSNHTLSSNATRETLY
# SV40 large T antigen = SV40 large T antigen inhibitors, biochemical (AID 1903) | SV40 large T antigen ATPase/helicase inhibition assay; higher % means a stronger effect | one-dose inhibition, % at 20 µM; IC50 in µM for titrated hits | 310,000 tested, 0.39% active; in the data active = a potency from the dose series; inconclusive = inhibition mostly from about 32% at the one dose, without a potency; inactive = the rest, 99 in 100 with inhibition below about 32%; also: strong numbers were not always called active
# Siah-1 displacement = blockers of Siah-1 interaction with plectin peptide – biochemical, fluorescence polarization, rhodamine-plectin, uHTS, primary screen (AID 1817). Siah-1 / rhodamine-plectin peptide fluorescence polarization; higher % means a stronger effect. displacement, % at 20 µM, or IC50 in µM where a hit was titrated. 290,000 tested, 0.02% active;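 active = displacement of at least 50% at 20 µM, with a fluorescence ratio check between 0.3 and a set limit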;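 also: plate controls were Siah plus tracer with DMSO for no effect and tracer alone without Siah for full effect; strong numbers were not always called active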
# RSV antiviral HEp-2 = RSV antiviral activity via CPE protection, HEp-2 cells, primary 10 µM value included (AID 2391). HEp-2 cells, RSV-induced CPE inhibition; higher % means a stronger effect. CPE inhibition, % at 10 µM, or IC50 in µM where a hit was titrated. 310,000 tested, 0.13% active; in the data active = a potency from the dose series; inconclusive = CPE inhibition mostly from about 23% at the one dose, without a potency; inactive = the rest, 99 in 100 with CPE inhibition below about 21%; also: strong numbers were not always called active
# UTI89 phage lysis = inhibition of K1F phage lysis, E. coli UTI89, bacterial capsule biogenesis inhibitors, alamar blue (AID 488966); 340,000 tested, 0.02% active; inhibition, % at 100 µM, or IC50 in µM where a hit was titrated; E. coli UTI89 K1F phage lysis, alamar blue, 2 h; higher % means a stronger effect;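 active = phage lysis inhibition, versus mean bacterial control, above a set limit; inconclusive = no clear call, values can overlap the other calls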;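 also: capsule biogenesis inhibitors block K1F phage lysis so surviving cells raise fluorescence; higher fluorescence means more inhibition of phage lysis; actives were called in the ten point dose series up to 300 µM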
# Dengue-2 NS5 capping = Dengue-2 NS5 methyltransferase inhibitors, primary screen, biochemical, confirmation dose response (AID 588689). Dengue-2 NS5 methyltransferase capping enzyme assay, biochemical; higher % means a stronger effect. inhibition, % at 25 µM; hits with a dose series show IC50 in µM. 340,000 tested, 0.3% active; in the data active = a potency from the dose series; inconclusive = inhibition above about 29% without an active follow-up result
# AID2073 = inhibitors of Mint1-CaV2.2 protein interaction, biochemical, HTRF (AID 2073). HTRF protein-protein interaction, Mint1-CaV2.2; higher % means a stronger effect. inhibition, % at 20 µM, or IC50 in µM where a hit was titrated. 290,000 tested, 0.19% active; in the data active = inhibition mostly above about 51%, no sharp cut-off; inconclusive = no clear call, values can overlap the other calls; inactive = mostly below about 53%; also: some results filed as inactive read as strong as hits
# NTR1 agonist cell count 20 µM = further read-out of NTR1 agonist, marked with its call; cell count; measured here: cell count, cytotoxicity flag
# The depositor's hits bear a star; ? = inconclusive; · = no result given; & = joins results of further samples; [ ] = another dose, or the depositor's remark.
SMILES,Rac1 GTP hydrolysis,West Nile virus CPE,NTR1 agonist,NTR1 agonist cell count 20 µM,SV40 large T antigen,Siah-1 displacement,RSV antiviral HEp-2,UTI89 phage lysis,Dengue-2 NS5 capping,AID2073
Cc1ccc(-c2c3c(=O)n(C)c(=O)n(C)c3cn2CCCN2CCOCC2)cc1,3%,-0.2%,-0.6,36,3%,2%,1.1%,0.3%,6%,-1%
COc1cc(NC(=O)Nc2cccc(Cl)c2)c(C(=O)O)cc1OC,9%,0.6%,2.2,56,2%,-1%,1.6%,-1.5%[50 µM],1%,21%
CCN(C(=O)COC(=O)c1ccc(Br)o1)C1CCCCC1,-9%,0.0%,0.4,33,-10%,2%,-2.2%,-0.4%,-1%,4%
O=C(N/C(=C/c1ccccc1)C(=O)N1CCCCC1)c1ccccc1,8%,-0.7%,1.3,56,3%,8%,0.0%,-0.1%,-5%,6%
CC(=O)Nc1cccc(CCc2nc3ccccc3[nH]2)c1,0%,-0.8%,0.0,56,7%,-1%,1.0%,-0.7%,-1%,7%
CC1CCCN(C(c2cccs2)c2nnnn2Cc2ccccc2)C1 (stereo not drawn),9%,-0.5%,3.4,82,13%,4%,8.4%,0.3%,-7%,3%
O=C(CN1CCN(c2ccccn2)CC1)Nc1ccccc1F,10%,-0.3%,-1.0,51,6%,-8%,1.0%,0.5%,5%,10%
CCCn1c(CCC(=O)O)nc2cc(S(=O)(=O)N3CCCC3)ccc21,11%,0.6%,0.5,71,4%,20%,3.1%,0.9%[50 µM],-2%,8%
CC(=O)n1nc(-c2ccncc2)nc1SCC(=O)Nc1cccc(Cl)c1,11%,-0.5%,·,·,4%,5%,1.5%,0.4%,18%,12%
Cc1cc(/C=C2\SC(=S)N(C)C2=O)c(C)n1-c1cccc(O)c1,12%,-0.2%,0.1,49,11%,-8%,11%,0.2%,-66%,5%
Cc1cc(C)n(C(=O)CCCCCCCCC(=O)n2nc(C)cc2C)n1,4%,0.5%,-1.6,76,7%,1%,-0.1%,0.8%,2%,-4%
N#CC(=C=[N-])c1nc2ccccc2nc1-[n+]1ccccc1,13%&6%,-0.3%&0.1%,-0.2&0.3,55&72,15%&0%,8%&4%,1.1%&-0.1%,1.2%[50 µM],-13%&-3%,-10%&-1%
COc1ccc(S(=O)(=O)N(C)CC(=O)Nc2ccc(F)cc2)cc1,-3%,-0.3%,0.3,55,5%,-5%,-0.2%,1.9%,1%,-1%
CCOC(=O)C1=C(c2ccccc2)NC(=O)NC1c1ccc(O)c(Cl)c1 (stereo not drawn),4%,2.3%,24,71,7%,1%,1.1%,-0.2%,-4%,-4%
COc1ccccc1NC(=O)c1ccc2c(c1)N(CC(=O)NC(C)C)C(=O)C(C)(C)O2,2%,-0.1%,-1.1,65,7%,-2%,1.2%,0.5%,-5%,7%
O=C(O)COc1ccccc1C1C2C(=O)N(c3ccccc3)C(=O)C2ON1c1ccccc1 (stereo not drawn),6%,1.4%,0.4,60,9%,0%,0.4%,-0.4%[50 µM],13%,-3%
C[C@H](N)C(=O)OCc1ccc([N+](=O)[O-])cc1,4%,-0.1%,0.0,58,4%,3%,1.4%,-0.2%,0%,-4%
COc1ccccc1CNC(=O)COC(=O)CCC(=O)c1cccs1,8%,-0.1%,-1.2,56,16%,-8%,2.1%,1.4%,1%,-3%
CN(C(=O)c1ccc(NC(=O)C2CCCN(C(=O)OC(C)(C)C)C2)cc1)C1CCCCC1 (stereo not drawn),7%,·,4.3,48,·,·,·,0.1%,-6%,·
COc1ccc(NC(=S)NCC2CCCO2)c(OC)c1 (stereo not drawn),6%,1.4%,-1.6,100,12%,7%,2.1%,1.5%,-2%,-7%
Cc1cccc2c(C(=O)N3CCCCC3)cc(-c3ccccc3)nc12,3%,-0.6%,7.4,46,6%,1%,15%,-0.2%,-8%,-8%
Cc1ccc(Cl)cc1N1CCN(CC(O)COCc2ccco2)CC1 (stereo not drawn),23%,0.2%,0.9,43,-3%,1%,0.1%,1.3%,1%,-3%
C=CCOc1c(Br)cc(CNc2nccs2)cc1OC,4%,-0.9%,2.3,79,12%,1%,3.0%,-0.1%,-12%,9%
COc1ccc(/C=N/N(C)C2=NCCN2)c(OC)c1OC,8%,-0.7%,3.1,72,9%,-4%,1.9%,0.1%,1%,9%
Cc1nonc1CC(=O)N1CCCC(C(=O)c2cccc(C(F)(F)F)c2)C1 (stereo not drawn),0%,-1.0%,-1.9,73,14%,2%,7.3%,0.4%,-2%,6%
Cc1ccc(CNC(=O)C2CN(S(C)(=O)=O)c3cc(Cl)ccc3O2)cc1 (stereo not drawn),8%,-1.4%,2.0,36,7%,1%,0.4%,-1.2%,-1%,-9%
CCN(Cc1ccncc1)Cc1ccc(OC)cc1OC,117µM*,-1.1%,0.4,64,6%,-3%,-0.2%,-0.3%,-7%,11%
Cc1ccc2c(c1)NCCO2,10%,0.9%,-0.8,48,12%,2%,-0.5%,-0.3%,-2%,-3%
Cc1cc([N+](=O)[O-])cc(/C=N\NC(=O)C2COc3ccccc3O2)c1O (stereo not drawn),0%,-0.1%,1.0,65,19%,-2%,2.7%,-0.1%,4%,9%
COc1ccc(NC(=O)c2ccc(-c3ccc(OC)cc3)s2)cc1,-35%,-0.1%,1.0,40,5%,12%,0.8%,-1.3%,-12%,45%
COc1cc(NC(=O)C/C(C)=N/NC(=O)c2cccs2)c(OC)cc1Cl,7%,-0.3%,2.3,46,17%,3%,1.8%,-0.4%,-4%,11%
Fc1ccc(-c2nnc(Cc3nnc(-c4ccc(F)cc4)o3)o2)cc1,10%,·,3.1,70,4%,6%,-0.8%,0.2%,-7%,-1%
COc1ccccc1NC(=O)Cc1nn(C)c(=O)c2ccccc12,5%,-0.6%,-2.1,72,11%,-2%,2.7%,0.6%,1%,-5%
C=CCNC(=O)N[C@@H](Cc1ccccc1)C(=O)OC,-1%,0.4%,1.7,47,3%,0%,2.1%,-0.3%,7%,-9%
O=C1CN(C(=O)COc2ncnc3ccccc23)c2ccccc2N1,2%,0.2%,-0.5,60,7%,-1%,1.6%,0.0%,-3%,-5%
CCOc1ccc(OCC(=O)OCc2csc(CC(=O)Nc3ccccc3C)n2)cc1,6%,·,-0.5,52,4%,·,-2.1%,1.1%[50 µM],1%,·

# Reprinted at random: 3 entries already listed.
SMILES,Rac1 GTP hydrolysis,West Nile virus CPE,NTR1 agonist,NTR1 agonist cell count 20 µM,SV40 large T antigen,Siah-1 displacement,RSV antiviral HEp-2,UTI89 phage lysis,Dengue-2 NS5 capping,AID2073
C=CCNC(=O)N[C@@H](Cc1ccccc1)C(=O)OC,-1%,0.4%,1.7,47,3%,0%,2.1%,-0.3%,7%,-9%
Cc1cc([N+](=O)[O-])cc(/C=N\NC(=O)C2COc3ccccc3O2)c1O (stereo not drawn),0%,-0.1%,1.0,65,19%,-2%,2.7%,-0.1%,4%,9%
Fc1ccc(-c2nnc(Cc3nnc(-c4ccc(F)cc4)o3)o2)cc1,10%,·,3.1,70,4%,6%,-0.8%,0.2%,-7%,-1%

# (listing goes on)
SMILES,Rac1 GTP hydrolysis,West Nile virus CPE,NTR1 agonist,NTR1 agonist cell count 20 µM,SV40 large T antigen,Siah-1 displacement,RSV antiviral HEp-2,UTI89 phage lysis,Dengue-2 NS5 capping,AID2073
COc1ccc(C(CNC(=O)c2c(C)nn(Cc3ccccc3)c2Cl)N2CCOCC2)cc1 (stereo not drawn),2%,·,-2.5,92,·,·,0.6%,0.1%[50 µM],6%,·
O=C(NC1CCCCC1)C(c1ccccc1)N(Cc1ccco1)C(=O)Cn1cnc2ccccc21 (stereo not drawn),2%,-0.1%,·,·,-1%,7%,·,-0.1%,·,-15%
Cc1c(C)n(C(=O)CN2CCN(c3ccccn3)CC2)c2ccccc12,11%,-0.1%,3.0,50,14%,4%,13%,0.1%,-5%,-5%
CC(=O)N=c1sc2nc3ccccc3nc2n1N(C(C)=O)C(C)=O,3%,-0.4%,0.5,71,27%,-2%,1.1%,-0.3%,14%,1%
COc1ccc(S(=O)(=O)N2CCCCC2)cc1NS(=O)(=O)c1ccccc1F,0%,0.1%,-1.0,39,3%,5%,2.4%,-0.4%,-7%,4%
O=C(NN=C1CCN(Cc2ccccc2)CC1)C(O)c1ccccc1 (stereo not drawn),-3%,0.1%,-0.4,68,3%,-1%,1.2%,4.6%,-4%,-3%
COC(=O)c1ccc(Oc2nc(Nc3ccc(F)cc3)nc(N3CCCC3)n2)cc1,5%,0.1%,5.6,48,0%,-2%,6.1%,0.7%,6%,6%
CC1=[N+](C)c2ccc3ccccc3c2C1(C)C,8%,0.1%,23,89,19%,98%,8.8%,0.0%,4%,6%
CCN(CC)CCCNC(=O)c1ccc2c(Cl)c3c(nc2c1)CCCC3,14%,?,-0.3,80,3%,13%,1.6%,0.1%,-2%,-6%
C#CCOC(=O)CCCNc1ccc([N+](=O)[O-])cc1[N+](=O)[O-],9%,0.3%,-1.8,82,2%,-5%,0.8%,0.7%,-14%,23%

# As entered above:
# O=C(NC1CCCCC1)C(c1ccccc1)N(Cc1ccco1)C(=O)Cn1cnc2ccccc21 (stereo not drawn) in Rac1 GTP hydrolysis → 2%
# CCN(CC)CCCNC(=O)c1ccc2c(Cl)c3c(nc2c1)CCCC3 in NTR1 agonist cell count 20 µM → 80
# Cc1c(C)n(C(=O)CN2CCN(c3ccccn3)CC2)c2ccccc12 in UTI89 phage lysis → 0.1%
# COC(=O)c1ccc(Oc2nc(Nc3ccc(F)cc3)nc(N3CCCC3)n2)cc1 in West Nile virus CPE → 0.1%

# Three of the compounds above, as tab-separated lines:
compound	Rac1 GTP hydrolysis	West Nile virus CPE	NTR1 agonist	NTR1 agonist cell count 20 µM	SV40 large T antigen	Siah-1 displacement	RSV antiviral HEp-2	UTI89 phage lysis	Dengue-2 NS5 capping	AID2073
COc1ccc(S(=O)(=O)N2CCCCC2)cc1NS(=O)(=O)c1ccccc1F	0%	0.1%	-1.0	39	3%	5%	2.4%	-0.4%	-7%	4%
O=C(NN=C1CCN(Cc2ccccc2)CC1)C(O)c1ccccc1 (stereo not drawn)	-3%	0.1%	-0.4	68	3%	-1%	1.2%	4.6%	-4%	-3%
COC(=O)c1ccc(Oc2nc(Nc3ccc(F)cc3)nc(N3CCCC3)n2)cc1	5%	0.1%	5.6	48	0%	-2%	6.1%	0.7%	6%	6%
